Compound activity deposited in PubChem BioAssay by National Center for Advancing Translational Sciences (NCATS).
LDHA inh – LDHA (human) enzyme inhibition; P00338; activity change, % (values are at about 110 or 230 µM); purified LDHA, NADH/diaphorase-resazurin fluorescence; stronger effect = lower value; 480,000 tested, 0.15% active; in the data active means activity change below about -30%; inconclusive means mostly about -25% to -30%;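 further: plate controls were DMSO wells for no effect and wells without enzyme for full effect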
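Human LDH5 at 2 nM final in Tris HCl pH 7.4 with 0.06 mM NADH and 0.2 mM pyruvate, reacted 5 minutes at room temperature. Remaining NADH coupled via diaphorase/resazurin; resorufin fluorescence read at 0 and 20 minutes, normalized to enzyme-free and DMSO wells.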
POLI inh – DNA polymerase iota (human) inhibition | 390,000 tested, 1% active | Potency, µM (series often up to 115 µM), for inactives: at the top dose activity, negative = inhibition, most hits filed as inhibitors | AID 588590 | Q9UNA4 | Pol iota fluorescent replication assay, 10 min; further: potency means the concentration at half of the fitted maximal effect
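Pol iota at 10 nM preincubated 15 min with compounds at room temperature; reaction started with fluorescent substrate, 50 nM final. Fluorescence read kinetically at 0 and 10 min; buffer-only wells as negative control.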
BLM inh – inhibitors of human Bloom syndrome helicase BLM. Potency, µM (titrated, usually from 56.1 µM), without a hit: at the top dose activity change, negative = inhibition, usual class: inhibitors. 350,000 tested, 0.2% active. AID 2528. recombinant BLM DNA unwinding, fluorescence dequenching. P54132;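 further: potency means the concentration at half of the fitted maximal effect; plate controls were vehicle for no effect and no enzyme for full effect; nearly all actives have a fitted effect of over 35% in size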
Target sequence (P54132 whole entry, looked up): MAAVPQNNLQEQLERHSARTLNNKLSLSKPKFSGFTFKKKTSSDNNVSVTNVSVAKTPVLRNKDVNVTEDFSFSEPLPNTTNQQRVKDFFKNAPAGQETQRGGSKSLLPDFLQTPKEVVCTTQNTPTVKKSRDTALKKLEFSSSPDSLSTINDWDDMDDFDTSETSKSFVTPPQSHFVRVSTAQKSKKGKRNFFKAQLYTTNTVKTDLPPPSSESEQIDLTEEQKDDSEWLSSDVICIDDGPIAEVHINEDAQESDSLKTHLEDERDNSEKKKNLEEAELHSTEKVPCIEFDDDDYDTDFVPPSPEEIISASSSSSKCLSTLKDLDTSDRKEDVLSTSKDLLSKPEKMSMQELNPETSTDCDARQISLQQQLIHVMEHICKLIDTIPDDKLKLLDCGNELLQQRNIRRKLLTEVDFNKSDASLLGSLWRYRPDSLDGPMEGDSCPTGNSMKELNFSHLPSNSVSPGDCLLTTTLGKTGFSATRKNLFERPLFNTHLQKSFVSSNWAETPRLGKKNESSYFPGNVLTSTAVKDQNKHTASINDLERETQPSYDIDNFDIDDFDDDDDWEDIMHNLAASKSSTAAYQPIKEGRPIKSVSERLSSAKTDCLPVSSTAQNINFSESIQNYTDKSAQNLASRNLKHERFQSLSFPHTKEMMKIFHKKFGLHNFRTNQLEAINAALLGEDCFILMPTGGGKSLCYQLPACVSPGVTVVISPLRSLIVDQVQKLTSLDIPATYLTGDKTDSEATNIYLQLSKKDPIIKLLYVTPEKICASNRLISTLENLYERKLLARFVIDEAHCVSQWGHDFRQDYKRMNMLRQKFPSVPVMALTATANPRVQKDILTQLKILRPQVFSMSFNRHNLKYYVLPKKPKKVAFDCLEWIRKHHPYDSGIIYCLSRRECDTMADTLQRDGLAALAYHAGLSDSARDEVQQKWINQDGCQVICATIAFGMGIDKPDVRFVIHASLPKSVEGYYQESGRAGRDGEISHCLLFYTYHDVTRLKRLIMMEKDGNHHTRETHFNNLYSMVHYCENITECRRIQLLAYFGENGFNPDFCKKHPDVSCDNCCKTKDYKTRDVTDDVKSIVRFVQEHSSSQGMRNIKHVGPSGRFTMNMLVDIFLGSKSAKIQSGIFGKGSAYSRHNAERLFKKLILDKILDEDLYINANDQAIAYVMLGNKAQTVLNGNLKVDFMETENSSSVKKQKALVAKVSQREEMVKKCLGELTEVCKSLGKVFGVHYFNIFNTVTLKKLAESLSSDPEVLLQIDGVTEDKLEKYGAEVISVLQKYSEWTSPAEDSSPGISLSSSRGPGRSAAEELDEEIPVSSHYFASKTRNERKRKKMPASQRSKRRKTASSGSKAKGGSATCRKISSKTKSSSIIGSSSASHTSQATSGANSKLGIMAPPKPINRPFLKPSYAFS
GRP78 ERSR act – induces the endoplasmic reticulum stress response in human glioma cells | U87-MG GRP78 promoter luciferase reporter, 16 h | Potency, µM, inactives show at the top dose activation, most hits filed as activators | 420,000 tested, 0.02% active | AID 602332; further: potency means the concentration at half of the fitted maximal effect; series mostly up to about 76 µM; % of control where 0% means no effect; nearly all actives have a fitted effect of over 35% in size
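Stably transfected U87-MG glioma cells carrying a GRP78-based luciferase sensor; 16 h compound incubation. Luminescence end-point read 10 min after Bright-Glo addition at room temperature.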
POLB inh – DNA polymerase beta (human) inhibition; P06746; Pol beta primer extension/strand displacement, fluorescence kinetic; Potency, µM (titrated, usually from 114 µM), for the others: at the top dose activity change, negative = inhibition, usual class: inhibitors; 340,000 tested, 1.3% active; AID 485314; further: potency means the concentration at half of the fitted maximal effect; on the % scale 0 is the no-effect control and ±100 the full control effect
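Human Pol beta at 10 nM; strand-displacement substrate 50 nM final. Compound exposure 15 min at room temperature before start, reaction 10 min at room temperature.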
Pol kappa inh – DNA polymerase kappa (human) inhibition | Q9UBT6 | purified Pol kappa, fluorescent DNA synthesis assay, 10 min | Potency, µM (highest dose often 107 µM), inactives show at the top dose activity, negative = inhibition, usual class: inhibitors | 400,000 tested, 0.53% active | AID 588579; further: potency means the concentration at half of the fitted maximal effect; on the % scale 0 is the no-effect control and ±100 the full control effect
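10 nM Pol kappa was preincubated with compounds for 15 min at room temperature. Reaction started with 50 nM (final) substrate. Fluorescence read kinetically at 0 and 10 min.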
APE1 inh – inhibitors of human APE1 endonuclease | P27695 | recombinant APE1, TAMRA/BHQ-2 abasic DNA cleavage fluorescence | Potency, µM (doses to about 65.8 µM), for inactives: at the highest dose activity change, negative = inhibition, hits mostly inhibitors | 350,000 tested, 0.35% active;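 further: potency means the concentration at half of the fitted maximal effect; plate controls were vehicle for no effect and reference inhibitor for full effect; nearly all actives have a fitted effect of over 55% in size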
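Step 1: APE1 (0.75 nM) with compound, 15 min RT. Step 2: add 50 nM fluorophore/quencher THF duplex. Step 3: three fluorescence reads 60 s apart (525/598 nm); read 3 minus read 1 = reaction progress.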
POLH inh – DNA polymerase eta (human) inhibition; 390,000 tested, 1.2% active; Potency, µM (titrated, usually from 114 µM), for the others: at the highest dose activity change, negative = inhibition, hits mostly inhibitors; recombinant Pol eta, fluorescent DNA replication assay; AID 588591; Q9Y253; further: potency means the concentration at half of the fitted maximal effect; on the % scale 0 is the no-effect control and ±100 the full control effect
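Pol eta at 10 nM preincubated with compounds 15 min at room temperature; reaction started with fluorescent substrate (50 nM final) and read kinetically at 0 and 10 min.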
Apoferritin bind – candidate novel general anesthetic via apoferritin binding. Potency, µM (series often up to 77.5 µM), inactives show at the top dose activity change, negative = displacement, usual class: inhibitors. apoferritin/1-aminoanthracene competitive binding, fluorescence. 350,000 tested, 0.074% active. P02791; further: potency means the concentration at half of the fitted maximal effect; on the % scale 0 is the no-effect control and ±100 the full control effect; nearly all actives have a fitted effect of over 20% in size
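Concentration-response curves derived by four-parameter Hill fitting of normalized fluorescence, where compounds displaced 1-AMA from 10 uM horse apoferritin following a brief 10 min room-temperature incubation; propofol titration acted as positive control.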
Numbers without * were called inactive; ? = inconclusive; / = no result given; [ ] = dose if it differs, or a comment. Unless noted, the call rests on the fitted dose curve; in most records, active means well fitted curve in the direction sought with a large enough effect; inconclusive means small, poorly fitted or top-dose-only effect, or another doubt; inactive means no such curve, though single readings can be large; an effect the other way counts as inactive or inconclusive. An excerpt; rates above refer to the full screens.

SMILES	LDHA inh	POLI inh	BLM inh	GRP78 ERSR act	POLB inh	Pol kappa inh	APE1 inh	POLH inh	Apoferritin bind
C/C=C/C1=CC(=O)C[C@H](c2ccc3c(c2)OCO3)C1	6	?	/	1%	/	-22%	-6%	-8%	/
Cc1ccc(OCC(=O)OC(C)C(=O)NC2CCCCC2C)cc1C (stereo unspecified)	-3	-7%	/	0%	/	-12%	44%	-13%	/
Cc1ccc(C(=O)OCC(=O)Nc2cc(C(C)(C)C)nn2-c2ccccc2)c(O)c1	-3	23%	/	-4%	/	-5%	-18%	-8%	/
O=C(Nc1cccc(Br)c1)c1cc(=O)c2ccccc2o1	-4	-17%	-7%	2%	16%	-12%	81%	5%	-5%
CCC1C(=O)n2nc(-c3ccccc3)cc2N=C1C (stereo unspecified)	7	1%	-8%	0%	21%	-3%	-5%	-6%	-2%
COCCNC(=O)C(c1ccc(C)o1)N(CCOC)C(=O)Cn1nnc2ccccc21 (stereo unspecified)	-2	21%	-1%	-4%	3%	15%	6%	-1%	-4%
O=C1c2ccccc2NC(c2cc(Cl)cc(Cl)c2O)N1Cc1cccnc1 (stereo unspecified)	2	34%[activator]	0%	-4%	1%	-7%	-15%	-12%	-6%
COc1ccc(-c2ccnc3ncnn23)cc1	0	37%[activator]	2%	3%	-2%	-10%	-2%	-16%	0%
Cc1cccc(NC(=O)COC(=O)CCc2ccc(S(=O)(=O)N3CCOCC3)cc2)c1C	-15	-7%	-4%	-1%	13%	-13%	-5%	-21%	-5%
COC(=O)C(C)Sc1ccc2nnc(CCNS(=O)(=O)c3ccccc3)n2n1 (stereo unspecified)	-7	27%	1%	2%	0%	1%	10%	-18%	-2%
CCN(CC)c1ccc2cc(-c3nnc(Nc4ccc(C)cc4)s3)c(=O)oc2c1	-6	21%	-6%	-7%	1%	-7%	/	-8%	25%
CCc1noc(C)c1C(=O)N1CC(C)SC1=Nc1ccc(Cl)cc1 (stereo unspecified)	-6	16%	/	-1%	/	-9%	-12%	-13%	/

An excerpt taken from the entries so far, for reference:
SMILES	LDHA inh	POLI inh	BLM inh	GRP78 ERSR act	POLB inh	Pol kappa inh	APE1 inh	POLH inh	Apoferritin bind
CCN(CC)c1ccc2cc(-c3nnc(Nc4ccc(C)cc4)s3)c(=O)oc2c1	-6	21%	-6%	-7%	1%	-7%	/	-8%	25%
CCc1noc(C)c1C(=O)N1CC(C)SC1=Nc1ccc(Cl)cc1 (stereo unspecified)	-6	16%	/	-1%	/	-9%	-12%	-13%	/

(list continues)
SMILES	LDHA inh	POLI inh	BLM inh	GRP78 ERSR act	POLB inh	Pol kappa inh	APE1 inh	POLH inh	Apoferritin bind
Cc1ccc(C(=O)Nc2ccc(C(=O)N3CCCCC3)cc2)cc1	0	4%	-2%	1%	-5%	-9%	0%	-18%	?
CNc1nc(-c2ccc3c(c2)OCO3)nc2ccccc12	/	/	43%[activator]	-2%	/	3%[60.1 µM]	-7%	/	/
O=c1[nH]c(=S)[nH]cc1Oc1ccc(Cl)cc1Cl	-1	0%	4%	-4%	38%	0%	-7%	-11%	-1%
O=C(Nc1ccc([N+](=O)[O-])cc1)Nc1nc(-c2ccc(Cl)s2)cs1	-12	1%	-11%	-11%	3%	-7%	7%	2%	-3%
COc1ccc(NC(=O)CSc2ccc3nnc(-c4cccnc4)n3n2)cc1	-7	31%	-2%	5%	13%	-13%	7%	-5%	-3%
CCCc1cc(-c2n[nH]c(=S)n2Cc2ccccc2)cs1	-5	?	-22%	0%	-1%	0%	1%	-22%	?
CCN(CC)Cc1c(O)c(Cl)cc2c(C)c(C)c(=O)oc12	-3	-1%	-1%	-6%	8%	-7%	-2%	-4%	/
CC(=O)Nc1ccc(NC(=O)COC(=O)c2n[nH]c3ccccc23)cc1	-1	10%	-5%	2%	19%	-19%	3%	-5%	-6%
Cc1cc2cc(CCNC(=O)C3c4ccccc4Oc4ccccc43)c(=O)[nH]c2cc1C	/	/	0%	/	-26%	/	-2%	/	-1%
Cc1nc(SCC(=O)c2cc3ccccc3oc2=O)c(C#N)c(C)c1C(=O)Nc1ccccc1	/	/	2%	/	?	/	-2%	/	-16%
COc1ccc(CCNC(=O)COC(=O)c2cc(=O)c3ccccc3o2)cc1	-3	6%	/	-2%	/	1%	15%	-14%	/
CN(CC(=O)O)S(=O)(=O)c1ccc2[nH]c(=O)c(=O)[nH]c2c1	-2	-17%	1%	-1%	17%	-19%	18%	-6%	-2%
Cc1ccccc1C(=O)OC(C)C(=O)NCc1ccc2c(c1)OCO2 (stereo unspecified)	-9	-8%	/	-3%	/	-11%	9%	-5%	/
Cc1cc(C)nc(/N=C(\N)Nc2ccc3c(c2)OCCO3)n1	2	13%	283%[activator]	-1%	0%	26%	-1%	3%	-12%
CCOC(=O)Cn1nnnc1CN1CCN(c2ccc(OC)cc2)CC1	-1	66%[activator]	-3%	-1%	7%	0%	6%	-17%	-3%
CC(/C=N/NC(=O)COc1ccccc1C)=N\NC(=O)COc1ccccc1C	0	-2%	-1%	5%	37%	1%	42%	-17%	-6%
O=[N+]([O-])c1ccc(S(=O)(=O)N2CCN(Cc3ccco3)CC2)cc1	-18	-29%	-1%	-1%	43%	0%	-7%[12.4 µM]	-2%	5%
COc1ccc2c(c1)CC(C(=O)N1CCC(C(N)=O)CC1)CO2 (stereo unspecified)	3	5%	1%	0%	3%	-9%[60.1 µM]	/	4%	2%
CN(C)C(CNC(=O)c1cccc(S(=O)(=O)Nc2ccccc2Cl)c1)c1ccco1 (stereo unspecified)	1	33%[activator]	/	-2%	/	-11%	-4%	-17%	/
O=C(NCc1ccccn1)C(=O)Nc1ccccc1	-2	-6%	-1%	?	1%	9%	-1%	-14%	-6%
CCOc1ccccc1NC(=O)C1CCCN(S(=O)(=O)c2ccc(-n3cnnn3)cc2)C1 (stereo unspecified)	-16	15%	-8%	-3%	31%	-11%	18%	-5%	-1%
COc1ccc(Cc2nnc(SCC(=O)N3CCCCC3)o2)cc1	0	-6%	1%	-1%	?	16%	2%	-17%	?
COc1cc2c(cc1NC(=S)Nc1ccccc1C)oc1ccccc12	-5	-11%	4%	5%	-2%	-11%	7%	-4%	-20%
C=CCn1c(SCC(N)=O)nnc1-c1cc2c(s1)CCC(CC)C2 (stereo unspecified)	-6	9%	-14%	7%	2%	-14%	12%	-19%	-13%
CCCC(C(=O)NCc1ccccc1)N(C(=O)Cn1nnc(-c2cccs2)n1)c1ccc2c(c1)OCCO2 (stereo unspecified)	-8	-4%	-5%	-1%	-1%	-7%	4%	6%	-1%
COc1ccc(C(=O)CSc2ccc3nnc(-c4cccnc4)n3n2)cc1	0	?	-3%	-1%	44%	-13%	-2%	-3%	-4%
O=C(CCOc1ccc(F)cc1)Nc1nccs1	-1	28%	-1%	0%	-1%	-5%	-1%	-12%	34%[activator]
C1CCN(Cc2nnnn2CC2CCCO2)CC1 (stereo unspecified)	-5	2%	1%	-5%	2%	-2%	1%	-23%	-7%
O=C1CCCc2c1[nH]c1ccc(CN3CCCCC3)cc21	-7	0%	5%	-3%	17%	-1%	-4%	-2%	-10%
O=C(CC1N=C2c3ccccc3N=C(SCc3ccc(F)cc3)N2C1=O)NCCc1ccccc1 (stereo unspecified)	-4	25%	-3%	3%	6%	-4%[60.1 µM]	/	-8%	?
CCCCc1ccc(NC(=O)c2c(C)noc2C)cc1	-1	6%	-3%	3%	-9%	-19%	1%	-11%	-14%
CCN(c1ccc2c(c1)OCO2)S(=O)(=O)c1cc(Br)cc2c1N(C(C)=O)CC2	8	?	-7%	-1%	56%	-10%	14%	-15%	-12%
CCN1CCN(c2c(Cl)cccc2NC(=O)c2ccc(Br)o2)CC1	-10	-15%	6%	-3%	5%	-9%	-3%	-9%	-8%
Cc1ccc(N(CC(=O)Nc2ccc(OC(F)(F)F)cc2)S(=O)(=O)c2c(C)noc2C)cc1	-5	?	-2%	-1%	21%	-5%	/	-24%	-10%
CCOCCCn1c(=N)c(C(=O)NCc2ccc3c(c2)OCO3)cc2c(=O)n3cccc(C)c3nc21	-8	-7%[58.9 µM]	-7%	-7%	-3%	-3%	-2%	-28%	-9%
CC(C)N1CCN(Cc2ccc(C#CC(C)(C)O)cc2)CC1CCO (stereo unspecified)	-13	-10%	2%	-3%	-16%	-7%	3%	1%	-8%
COc1ccc(NC(=O)Nc2ccc3c(c2)C(=O)N([C@H](C)CO)C[C@H](C)[C@@H](CN(C)C(=O)Nc2ccc(C(F)(F)F)cc2)O3)cc1	11	10%	/	-4%	/	3%	20%	-20%	/
N#Cc1cccc(Oc2ccc(S(=O)(=O)N3CCCC3)cn2)c1	-9	11%	/	-3%	/	-7%	-3%	-4%	/
CC(C)CO/N=C1/C[C@@H](O)[C@@H](O)[C@@H]2[C@@H]3C(=O)N([C@@H](C)c4ccccc4)C(=O)[C@H]3CC[C@H]12	/	/	-1%[12.4 µM]	-3%	/	/	13%[12.4 µM]	/	-9%[15.3 µM]
NCCCCc1ccc2ccc3cccc4ccc1c2c34	-8	14%	/	0%	/	-13%	21%	-29%	/
Cc1nc([N+](=O)[O-])cn1CC(=O)c1ccc2c(c1)OCCCO2	-1	13%	/	1%	/	-2%	/	/	/
C=CCn1nc2ccccc2c1OC	-1	20%	/	0%	/	6%	35%	-7%	/
Cc1ccc(-c2nc(C(=O)N3CCN(c4ccccc4)CC3)c3n2CCCCC3)cc1	-6	12%	-12%	-2%	33%	-5%	/	-8%	0%
COC(=O)c1c(-c2ccc(OC)cc2)oc2ccc(-c3cc(OC)c(OC)c(OC)c3)cc12	7	26%	/	2%	/	12%	/	-16%	/
Cc1c(Cl)cnc(NC(=O)COC(=O)C2CC3CCCC(C2)C3=O)c1Cl (stereo unspecified)	3	0%	/	1%	/	-8%	1%	-29%	/
